# HTR5A ag ctr – activates human HTR5A in OPRM1-OPRD1 agonist counter-screen | P47898 | HTR5A agonist assay, luminescence, cell-based | activation, % at 9.3 µM | AID 504692 | hit rate 0.61% among 340,000; in the data active means activation mostly above about 9.5%, no sharp cut-off; inactive means mostly below about 7.6%;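 further: 0% = cells with vehicle only and 100% = reference agonist; strong numbers were not always called active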
# Target sequence (P47898 whole entry, looked up): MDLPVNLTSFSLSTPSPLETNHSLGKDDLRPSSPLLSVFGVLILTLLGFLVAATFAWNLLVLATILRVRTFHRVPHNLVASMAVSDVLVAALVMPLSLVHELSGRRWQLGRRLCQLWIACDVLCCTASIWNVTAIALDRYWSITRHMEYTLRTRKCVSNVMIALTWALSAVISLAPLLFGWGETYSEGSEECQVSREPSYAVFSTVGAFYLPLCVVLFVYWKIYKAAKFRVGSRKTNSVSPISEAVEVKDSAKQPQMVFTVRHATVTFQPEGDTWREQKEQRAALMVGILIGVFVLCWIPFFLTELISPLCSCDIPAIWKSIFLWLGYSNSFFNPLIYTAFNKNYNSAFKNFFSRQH
# CDK5 p35 inh – CDK5/p35 (human) kinase inhibition; Recombinant CDK5/p35, ADP-Glo luminescence, 60 min; inhibition, % at 10 µM; hit rate 0.01% among 330,000; AID 488839;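 active means highest replicate inhibition of at least 50% and at least 75% of replicates reaching 50%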;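 further: plate controls were DMSO neutral control for no effect and GW8510 at 10 µM for full effect; many of its hits are not listed in these tables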
# Target sequence (Q00535 whole entry, looked up): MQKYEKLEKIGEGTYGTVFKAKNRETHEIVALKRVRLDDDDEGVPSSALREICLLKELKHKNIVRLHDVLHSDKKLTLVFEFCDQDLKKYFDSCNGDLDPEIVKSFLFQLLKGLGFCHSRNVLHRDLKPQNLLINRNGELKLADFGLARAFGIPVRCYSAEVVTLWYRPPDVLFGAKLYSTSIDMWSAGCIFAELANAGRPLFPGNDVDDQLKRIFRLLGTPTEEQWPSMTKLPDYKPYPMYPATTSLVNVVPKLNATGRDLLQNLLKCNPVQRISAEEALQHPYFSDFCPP
# Target sequence (Q15078 whole entry, looked up): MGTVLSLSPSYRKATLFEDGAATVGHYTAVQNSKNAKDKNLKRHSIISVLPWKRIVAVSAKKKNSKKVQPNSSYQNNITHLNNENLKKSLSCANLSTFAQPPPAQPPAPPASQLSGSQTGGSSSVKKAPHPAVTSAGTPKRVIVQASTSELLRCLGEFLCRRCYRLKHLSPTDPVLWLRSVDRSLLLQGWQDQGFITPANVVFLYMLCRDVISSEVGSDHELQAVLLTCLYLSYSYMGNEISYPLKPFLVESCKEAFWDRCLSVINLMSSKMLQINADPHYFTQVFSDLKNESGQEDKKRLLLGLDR
# HTR5A inv ag – inverse agonist of human HTR5A in OPRM1-OPRD1 counter-screen; hit rate 0.083% among 340,000; P47898; inhibition, % at 9.3 µM; AID 504634; HTR5A cell line, luminescence, inverse agonism; in the data active means inhibition mostly above about 23%, no sharp cut-off; inactive means mostly below about 18%;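 further: 0% = cells with DMSO and 100% = no-cell wells with DMSO; some compounds called inactive have numbers as strong as hits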
# E coli growth – counter-screen for AddAB inhibitors: E. coli growth inhibition; E. coli V3065 growth, OD600 absorbance, 18 h; hit rate 0.27% among 330,000; inhibition, % at 11.9 µM;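 active means inhibition above the campaign's mean inhibition across all tested compounds plus 3 SD, cut at about 9.9% in these data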;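 further: uninfected addAB+ strain grown without phage in ampicillin broth; 0% = DMSO wells and 100% = ciprofloxacin 0.95 µg/ml wells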
# Mot1-301 SUMO – inhibitors of SUMOylation pathway: yeast Mot1-301 growth rescue. hit rate 1% among 320,000. AID 2716. growth rescue, % at 18.8 µM. S. cerevisiae Mot1-301 growth rescue, ATP luminescence, 38.5C; percent above DMSO median, 100 means doubled;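 active means every valid replicate shows activation above 250% relative to neutral control wells; inactive means the rest, any valid replicate at or below 250%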;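 further: OY570 slx delta 5 strain wells were the positive control but not used for scaling; some compounds called inactive have numbers as strong as hits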
# PKA-R2B act – activators of human PKA-R2B complex. P22694+P31323. PKA-R2B holoenzyme dissociation, Cy5-IP20 fluorescence polarization; R2B truncated from residue 108, S112A mutant; 0% DMSO only, 100% 113 µM cGMP. activation, % at 11.4 µM. hit rate 0.079% among 340,000. AID 504700;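 active means activation above a cutoff set at the mean over all compounds plus 3 SD, cut at about 18% in these data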;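 further: higher means more holoenzyme dissociation and a rise in polarization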
# phage Ecoli inh – E. coli growth loss with phage present; AID 651602; hit rate 0.26% among 360,000; inhibition, % at 11.9 µM; growth absorbance; in the data active means inhibition above about 11%
# Tat transport – E. coli Tat transport inhibition; hit rate 0.036% among 340,000; E. coli MC4100 TorA-mCherry Tat export, fluorescence; AID 488895; inhibition, % at 10 µM;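 active means mean replicate inhibition at least 50% and at least half of replicates individually reaching 50%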;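 further: exported cargo escapes ClpAP degradation while cytoplasmic cargo is degraded and loses fluorescence; 0% = median of neutral control wells and 100% = median of NaSCN control wells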
# AddAB inh – less growth of phage-infected E. coli with AddAB; E. coli expressing H. pylori AddAB, absorbance growth; inhibition, % at 11.9 µM; hit rate 0.29% among 330,000; AID 435030; in the data active means inhibition above about 12%;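 further: 0% = vehicle wells of infected cells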
# DAGLB inhibitor – diacylglycerol lipase beta (human) inhibition. Q8NCG7. HEK293T DAGLB membrane lysate, EnzChek fluorogenic substrate. inhibition, % at 5.17 µM. hit rate 0.059% among 340,000; in the data active means inhibition above about 34%;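 further: 0% = enzyme with vehicle and 100% = wells lacking enzyme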
# PKA-R1A activ – activators of PKA-R1A complex | P00514+P68181 | PKA-R1A dissociation, Cy5-IP20 fluorescence polarization; scaled: DMSO 0%, 113 µM cGMP 100% | hit rate 0.083% among 340,000 | activation, % at 11.4 µM;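 active means percent activation above the mean of all tested compounds plus 3 SD, cut at about 19% in these data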;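 further: higher means more PKAc released from R1A so a rise in polarization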
# * hit, by the source's call; x = no result given.
SMILES,HTR5A ag ctr,CDK5 p35 inh,HTR5A inv ag,E coli growth,Mot1-301 SUMO,PKA-R2B act,phage Ecoli inh,Tat transport,AddAB inh,DAGLB inhibitor,PKA-R1A activ
COc1ccc(/C=N/N2CCN(c3ccc(Cl)cc3)CC2)cc1,-2,-1.2,-28,1.1,11,0,1.9,-5,0.3,-1,7
CCSc1cc(N2CCOCC2)nc(-c2ccc(Cl)cc2)n1,4,0.3,1,-1.0,-4,-3,4.5,-1,3.7,-12,-3
CCc1ccc(NC(=O)C2CCCN(S(=O)(=O)c3cccs3)C2)cc1 (stereo not drawn),0,0.0,0,-0.8,21,9,5.4,3,1.7,0,-12
c1ccc(OCCSc2nc3ccccc3o2)cc1,1,-0.2,-4,-1.1,3,-2,2.8,10,0.0,-17,2
O=C(NCc1ccccc1)N1CCOCC1,6,1.6,-19,1.0,-2,-6,1.7,-4,2.1,-2,-1
COc1ccccc1NS(=O)(=O)c1cc(NC(=S)NCC2CCCO2)ccc1C (stereo not drawn),4,-5.8,-11,-1.6,7,-9,2.1,-3,-1.6,2,-5
CCOc1ccccc1CN1CCNC(=O)C1CC(=O)NC1CCCCC1 (stereo not drawn),3,1.2,10,-0.9,17,18,0.8,0,5.0,2,1
O=S1c2ccccc2Oc2ccccc21,3,0.9,-13,x,x,-4,2.7,4,x,-2,1
O=C(Cc1cccc(NC(=O)C2CCCN(C(=O)CCc3ccccc3)C2)c1)Nc1cccc(C(=O)N2CCCC2)c1 (stereo not drawn),15,0.6,-15,-1.6,44,0,0.5,-1,0.8,-4,16
CC(C)/C(=N\NS(=O)(=O)c1ccc(Br)cc1)c1cccs1,8,0.1,-24,0.7,39,-16,1.1,-3,1.7,2,0
Cc1cc2[nH]ncc2cc1NC(=S)NC(=O)c1ccccc1,0,-0.9,1,3.4,-10,1,2.7,-6,0.3,2,-7
COC(=O)c1ccccc1NC(=O)c1ccc(COc2ccc3c(c2)CCC3)cc1,1,-0.9,19,-0.8,517,11,0.3,-2,1.1,0,-5
Cc1cc(N2CCN(c3ccccc3)CC2)nc(-c2ccccc2O)n1,7,0.7,-3,1.1,8,5,1.4,-4,0.1,-12,-10
CC(O)c1nc2ccccc2n1CC(=O)Nc1ccc2c(c1)OCCO2 (stereo not drawn),x,-3.3,x,0.1,-12,-15,1.1,-9,1.7,2,0
COC(=O)c1nc2ccc(N3CCOCC3)cc2c(C)c1C(=O)OC,4,-0.6,-11,0.1,29,-5,-0.3,-3,0.7,-1,-3
COc1ccc(S(=O)(=O)N(CC(=O)NCc2ccco2)c2ccc(C)cc2)cc1OC,0,6.8,-5,0.4,25,1,0.3,-1,4.5,-2,2
CC(CCc1ccc(O)cc1)NC1c2ccccc2-c2ccccc21 (stereo not drawn),-1,1.5,0,1.7,-22,5,3.0,0,5.2,-2,9
C=C(C)CSc1nnc([C@H](CCSC)NC(=O)OC(C)(C)C)o1,-5,-0.2,13,-1.9,72,1,-0.6,0,1.4,-3,7
CCn1c(=NC(=O)CSC(C)=O)sc2cc(OC)ccc21,1,-0.1,-27,0.8,6,7,4.2,6,-0.3,2,-16
CN(C)c1ccc(N2C(=NC(=O)CCC3CCCC3)SC3CS(=O)(=O)CC32)cc1 (stereo not drawn),-2,-3.7,0,-0.9,-7,8,3.7,-12,1.9,2,0

# For convenience, two of the compounds above.
SMILES,HTR5A ag ctr,CDK5 p35 inh,HTR5A inv ag,E coli growth,Mot1-301 SUMO,PKA-R2B act,phage Ecoli inh,Tat transport,AddAB inh,DAGLB inhibitor,PKA-R1A activ
CCn1c(=NC(=O)CSC(C)=O)sc2cc(OC)ccc21,1,-0.1,-27,0.8,6,7,4.2,6,-0.3,2,-16
CN(C)c1ccc(N2C(=NC(=O)CCC3CCCC3)SC3CS(=O)(=O)CC32)cc1 (stereo not drawn),-2,-3.7,0,-0.9,-7,8,3.7,-12,1.9,2,0

# (listing goes on)
SMILES,HTR5A ag ctr,CDK5 p35 inh,HTR5A inv ag,E coli growth,Mot1-301 SUMO,PKA-R2B act,phage Ecoli inh,Tat transport,AddAB inh,DAGLB inhibitor,PKA-R1A activ
CSc1nc2oc3c(c2c2nncn12)CC(C)(C)SC3,0,1.0,-6,-2.2,7,8,0.9,5,1.5,-2,-1
COc1cc([N+](=O)[O-])ccc1NC(=O)NCC1CCN(Cc2ccc(Cl)cc2)CC1,6,1.6,-22,-2.2,162,1,3.0,0,1.3,-1,-3
O=C(COc1ccccc1)N1CCN(S(=O)(=O)Cc2ccccc2)CC1,-4,-8.8,10,1.2,-23,5,3.3,1,2.6,1,7
COc1ccc(NC(=O)CSc2nc(N)c3cc4c(nc3n2)CCCC4)cc1,-3,2.8,8,-2.6,0,-15,0.7,-6,-0.5,0,0
O=S(=O)(N=C(NS(=O)(=O)c1ccc(Cl)cc1)c1ccccc1)c1ccc(Cl)cc1,0,-0.2,0,-2.3,18,-1,2.6,7,0.1,19,-8
CCOC(=O)N1CC=C2C(C#N)=C(N)C(C#N)(C#N)[C@H](c3ccc(OC(C)C)c(OCC)c3)[C@H]2C1,-1,-0.7,-7,-0.1,341,7,3.7,3,2.2,6,6
COc1cccc(OC)c1C(=O)N=c1sc2cc(S(C)(=O)=O)ccc2n1C,2,1.0,-5,1.9,-4,3,5.7,-3,3.4,-2,-8
COc1ccc(-c2nc(Cn3c(SCc4ccc(F)cc4)nc4ccncc43)c(C)o2)cc1OC,2,-3.2,-6,-0.5,-7,8,3.5,3,-3.4,-1,-6
O=C1CC(C(=O)NC2CCCCC2)C(c2ccccc2)O1 (stereo not drawn),3,-0.9,4,0.8,-14,-6,1.6,-3,4.5,0,-6
CCOC(=O)C1CCN(C(=O)c2c(-c3c(F)cccc3Cl)noc2C)CC1,-9,-1.8,23,-1.5,-5,-1,1.7,1,1.8,-3,-7
Cc1ccc(CN2C(=O)c3ccccc3C2C(=O)NCc2cccnc2)cc1 (stereo not drawn),4,1.0,-13,-2.9,-5,-1,2.5,-8,-0.2,3,-7
COc1ccc(C2=NOC(CN3C(=O)c4ccccc4S3(=O)=O)C2)cc1 (stereo not drawn),-7,-3.2,-1,-0.1,1,0,2.6,17,3.2,1,-3
O=C(O)COc1nsnc1N1CCOCC1,1,-0.6,-11,-2.4,-2,-6,-0.1,-7,2.0,-2,-1
O=C(NCCc1ccccc1Cl)C1CCC(=O)N(C2CCCCCC2)C1 (stereo not drawn),2,0.2,14,0.1,-11,-8,2.0,4,4.9,-2,1
CC1(c2ccncc2)Nc2ccccc2-c2nc3ccccc3n21 (stereo not drawn),-1,2.2,-2,-0.9,6,4,2.3,-4,-0.2,-1,2
Cn1c(=O)c2c(ncn2CC(=O)OCC(=O)c2ccc(F)c(F)c2)n(C)c1=O,-2,-3.0,6,0.4,-10,-6,0.9,7,-1.5,1,-4
CCC(=O)NS(=O)(=O)c1cccnc1Nc1ccc(Cl)cc1,-9,0.0,22,-2.1,6,1,1.7,-4,2.8,0,7
O=S(=O)(NCc1ccc2c(c1)OCO2)c1cnc[nH]1,-2,0.5,0,-1.8,0,2,2.9,-6,-2.2,0,-7
Cc1cccc(NC(=O)c2cc([N+](=O)[O-])ccc2N2CCCCC2)n1,1,1.5,-2,-0.8,-27,-8,-0.3,-1,1.8,-9,-3
CCOC(=O)C1(Cc2cccc(F)c2)CCN(C(=O)c2cnccn2)CC1,1,-2.3,14,1.2,632*,15,4.9,3,3.8,1,-4
Cc1c(CCO)c(=O)[nH]n1S(=O)(=O)c1ccc(F)cc1,-7,-0.3,18,-0.2,66,-8,0.6,0,-0.9,-1,-5
COc1ccc(NS(=O)(=O)c2cc(NC(=O)c3ccccn3)ccc2OC)cc1Br,-3,2.0,8,0.5,-5,-6,-1.1,-5,2.5,1,-8
Cc1ccc(-c2nn(CC(=O)NCC3CCCO3)c(=O)c3ccccc23)cc1 (stereo not drawn),2,-1.5,3,-3.5,-12,7,x,1,-1.6,-1,-2
CCCn1cc(CN2CCC(Oc3ccc(C(=O)N4CCCC4)cc3)CC2)c(C)n1,2,1.5,-17,-1.6,-12,-12,1.6,-3,-1.0,0,-7
O=C(CSc1nnc(-c2ccco2)o1)c1ccc(F)c(F)c1,5,0.1,8,2.3,-12,0,1.1,-7,1.6,-4,-11
COC(=O)c1cc(-c2ccc(C)cc2)n[nH]1,4,1.0,-9,-2.1,-1,5,3.0,-2,0.2,2,-11
O=C(CN1CCN(c2ccccc2F)CC1)c1c[nH]c2ccc(F)cc12,9,-0.3,-27,2.1,x,-11,3.3,-10,1.0,0,-7
Cc1cccc(OCCn2nnc3ccccc32)c1C,6,0.9,-24,-0.2,-18,4,2.2,5,4.5,-1,-1
COc1ccc([C@@H]2[C@@H]3C(=O)N(C(C)(C)C)C(=O)[C@@H]3[C@]3(Cc4ccccc4)C(=O)N(c4ccc(C(F)(F)F)cc4)C(=O)N23)cc1,5,1.9,-13,-0.5,-9,-10,4.2,-6,1.4,-5,-3
[O-]C1=N/[N+](=C/c2ccccc2Cl)CC1,-7,1.2,16,2.4,-24,-3,2.7,6,-0.9,0,8
CCCCN1C(=O)c2ccc(C(=O)NCCN3C(=O)S/C(=C\c4cccnc4)C3=O)cc2C1=O,-2,0.3,8,-0.9,-12,6,1.0,6,1.3,2,-9
O=C(NCc1ccncc1)c1ccc(N2CCCC2)c([N+](=O)[O-])c1,-4,-2.1,9,2.1,10,-5,6.6,-3,4.8,2,-4
Cc1ccsc1C(=O)c1sccc1C,3,0.4,-9,-0.6,12,-8,5.5,-5,4.8,0,9
O=C(O)C1C2CCC(O2)C1C(=O)NCCC1=CCCCC1 (stereo not drawn),-4,-1.8,-27,-2.5,364*,-2,x,-5,-3.0,-2,-14
Cc1ccc(S(=O)(=O)N(C)C)cc1NC(=O)CSc1nc2ccccc2c(=O)n1CC1CCCO1 (stereo not drawn),1,-0.7,18,0.1,2,1,-1.3,-2,4.5,1,17
C=C(Br)Cn1cnc2ccccc21,-4,0.0,10,4.6,-5,-5,3.0,-4,3.7,0,-22
CC(C)CCNC(=O)CN(Cc1ccccc1)C(=O)CCC(=O)Nc1ccccn1,0,-1.3,8,0.3,55,2,0.6,-6,3.3,3,2
CCOC(=O)N/N=C\c1ccc(-c2cccc(C(F)(F)F)c2)o1,2,2.0,-5,1.8,33,7,5.5,-12,1.7,-1,-8
C[C@H](CO)N1C[C@H](C)[C@@H](CN(C)Cc2ccc(C(=O)O)cc2)Oc2ccc(NC(=O)Cn3cnnn3)cc2C1=O,1,-0.4,-3,-0.7,x,5,2.3,-4,4.9,0,-2
CC(=O)NNc1nc(-c2ccccc2)c2cc(Br)ccc2n1,0,0.4,-4,0.8,2,-1,2.3,2,0.7,1,-4
Cc1ccc(NC(=S)Nc2ccc(F)cc2)cc1C,1,0.1,-3,-1.7,-6,-1,3.7,-1,2.1,-1,-10
N#Cc1cc2cc3c(cc2nc1SCC(=O)OC1CCCCC1)OCO3,-3,-1.6,19,0.0,629,0,0.8,4,-1.2,2,1
COc1ccc(C2CC(c3cccs3)=NN2c2nc(-c3ccccc3)cs2)cc1OC (stereo not drawn),2,-1.4,-14,-2.0,10,-9,0.7,6,2.5,0,-5

# Assay outcomes (PubChem BioAssay)

# Rows were taken by chance; overall some 2.3% were active at least once.
